# ARNT-TACC3 inh – disruptors of ARNT/TACC3 protein interaction, primary screen, biochemical, AlphaScreen, single concentration; Transforming acidic coiled-coil-containing protein 3 (Homo sapiens), Q9Y6A5; AlphaScreen His-ARNT PAS-B/GST-TACC3 binding, luminescence; TACC3 fragment carries E629A point mutation; inhibition, % at 9.99 µM; hit rate 0.66% among 390,000; AID 623870, 2012;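 active = mean inhibition of replicates at least 50% and at least half of replicates each reaching 50%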;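 note: 0% = complete ARNT plus TACC3 wells and 100% = ARNT alone without TACC3; many hits fall short of the cut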
# F508del corr – F508del CFTR correction, initial screen, CFBE line, single point. hit rate 0.36% among 350,000. CFBE cells, YFP halide quenching; stimulated with forskolin plus potentiator P3; % fluorescence drop versus neutral controls. activity (quench increase), % at 7.58 µM;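 active = mean added fluorescence quench of at least 8% versus neutral control, with both replicates also reaching 8%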;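 note: cells transiently co-express mutant CFTR-F508del with the halide-sensitive YFP; corrector assay measuring rescue of mutant channel to the surface after 24 h compound exposure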
# RAD52 inh – RAD52 DNA annealing inhibitors, primary screen, biochemical, FRET, single point, set 2 | inhibition, % at 18.7 µM | hit rate 0.46% among 360,000 | recombinant RAD52 DNA annealing, FRET fluorescence | DNA repair protein RAD52 homolog (Homo sapiens), P43351;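 active = every replicate showing at least 50% inhibition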
# esBAF inh – Bmi1 luciferase reporter increase in mESCs, primary screen, esBAF inhibitor project, mouse ES cells, Bmi1 luciferase knock-in, single point. 24 h; 100% = twice the neutral-well signal. reporter increase, % at 12.5 µM. hit rate 2% among 350,000; in the data active = activation above about 40%;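 note: 0% = median of the plate's neutral control wells and 100% = double that signal; a rise in the Bmi1 reporter signal indicates esBAF inhibition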
# ERAP1 HTS inh – human ERAP1 aminopeptidase inhibitors, primary screen, biochemical, single point, plate reader; recombinant ERAP1, Leu-AMC fluorescence, 60 min; inhibition, % at 10.7 µM; hit rate 0.15% among 340,000; AID 652197, 2013;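 active = mean replicate inhibition of at least 30%, or all replicates individually reaching that 30% level; inactive = mean below 30% and not every replicate reaching it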;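 note: 0% = neutral control wells and 100% = L-leucinethiol positive control wells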
# RAD54 inh – inhibitors of human RAD54 branch migration, primary screen, biochemical, fluorescence, single point; AID 602329, 2012; DNA repair and recombination protein RAD54-like (Homo sapiens), Q92698; hit rate 0.14% among 360,000; inhibition, % at 10.4 µM; RAD54 Holliday junction branch migration, FAM/BHQ fluorescence;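 active = mean normalized replicate activity at least 40 and at least half of replicates scoring 40 or more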;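 note: 0% = median of neutral control wells and 100% = median of positive control wells; inhibitors cause a drop in the FAM fluorescence signal; in these data hits start at about 50%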
# Target sequence (Q92698 whole entry, looked up): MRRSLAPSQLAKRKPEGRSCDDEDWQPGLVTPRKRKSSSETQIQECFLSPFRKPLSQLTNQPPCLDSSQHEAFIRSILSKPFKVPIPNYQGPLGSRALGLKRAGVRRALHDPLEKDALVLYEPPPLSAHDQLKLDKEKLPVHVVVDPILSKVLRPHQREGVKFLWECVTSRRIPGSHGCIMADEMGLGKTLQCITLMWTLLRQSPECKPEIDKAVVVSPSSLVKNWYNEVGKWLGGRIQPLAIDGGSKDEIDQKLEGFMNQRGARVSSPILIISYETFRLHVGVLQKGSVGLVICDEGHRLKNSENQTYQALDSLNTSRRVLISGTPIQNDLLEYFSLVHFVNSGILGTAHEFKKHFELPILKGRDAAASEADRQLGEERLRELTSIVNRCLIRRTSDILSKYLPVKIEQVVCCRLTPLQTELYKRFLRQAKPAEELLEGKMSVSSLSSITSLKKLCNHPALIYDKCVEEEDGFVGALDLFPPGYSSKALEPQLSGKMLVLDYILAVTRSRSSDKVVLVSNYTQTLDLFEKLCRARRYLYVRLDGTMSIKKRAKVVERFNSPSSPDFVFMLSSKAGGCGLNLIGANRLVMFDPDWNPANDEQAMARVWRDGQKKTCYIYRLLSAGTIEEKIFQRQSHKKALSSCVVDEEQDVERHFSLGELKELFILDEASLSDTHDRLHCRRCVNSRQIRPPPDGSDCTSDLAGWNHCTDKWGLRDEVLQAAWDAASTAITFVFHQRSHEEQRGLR
# INS-1E GSIS act – GLuc luminescence reporter in INS-1E cells, primary screen for activators of glucose-dependent secretion of insulin. activation, % at 16.6 µM. INS-1E GLuc reporter insulin secretion, 2-3 h. hit rate 0.61% among 370,000;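 active = lowest replicate activation of at least 40%, so every replicate reaches that level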;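 note: 0% = median of neutral control wells and 100% = median of IBMX positive control wells; some compounds called inactive have numbers as strong as hits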
# XiGFP reactiv – activators of inactive X chromosome reactivation, primary screen, imaging, XiGFP fibroblasts, GFP high-content imaging, set 2 | XiGFP mouse fibroblasts, % GFP-positive cells imaging, 3 d; cells co-treated with 5-aza-dC sensitizer; scaled so ellipticine positive control = 100% | activation, % at 7.58 µM | hit rate 0.055% among 360,000 | AID 743238, 2013;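 active = mean normalized replicate activation at least 10% and every replicate at or above 10%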;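 note: 0% = median of on-plate neutral control wells and 100% = ellipticine 6 µM median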
#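 System: 68-5-11 XiGFP fibroblast line | Buffer or medium: DMEM containing 5-aza-dC | Compound: Single point | Times: Compounds 3 days, fix/stain 15 min at room temperature | Benchmarks: Positive control ellipticine, 6 µM final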
# * = called active by the depositor; · = no result given; & = joins results of further samples. No enrichment for hits. About 3.3% of those tested had a hit in this group.
SMILES,ARNT-TACC3 inh,F508del corr,RAD52 inh,esBAF inh,ERAP1 HTS inh,RAD54 inh,INS-1E GSIS act,XiGFP reactiv
Cc1ccc(N2C(=O)c3cccc4cccc(c34)C2=O)cc1,1,-0.5,-3,-4,-3,-1,3,0.0
O=C(CN1CCN(S(=O)(=O)c2ccccc2)CC1)Nc1ccccc1C(=O)c1ccccc1,2,·,2,·,2,-4,-8,0.0
CC(C)Sc1nc2c([nH]1)c(=N)ncn2Cc1ccccc1,-8,3.4,-8,-8,-3,1,39,0.1
CCCNC(=O)C[C@@H]1CC[C@H]2[C@H](COc3ccc(NC(=O)C4CCCC4)cc3C(=O)N2C)O1,6,-1.0,14,1,1,-3,-1,0.2
CCc1cc2ccc(C)cc2nc1SCC(=O)NNC(=O)c1ccco1,-9,-1.6,-37,·,1,·,-14,0.5
CO[C@@H]1CN(C)C(=O)c2ccc(NC(=O)C3CC3)cc2OC[C@H](C)N(C(=O)c2ccccc2F)C[C@H]1C,2,-1.6,5,-4,3,13,1,0.3
COc1cccc(NC(=O)CN(C)C(C)C(=O)NC(C)c2ccc(Cl)cc2Cl)c1 (centres undefined),0,-0.1,-13,0,1,-5,-61,0.8
COc1ccc(-c2nc(CN(CC3CCC(=O)N3)C(C)C)c(C)o2)c(C)c1C (centres undefined),-8,-0.5,-6,-20,0,8,-7,-0.1
COc1ccc(OC)c(C2C/C(=N/O)C(C)C(c3cc(OC)ccc3OC)N2)c1 (centres undefined),-7,2.0,-7,-3,0,-8,21,0.4
O=C(C1CCCCC1)N1CCC2CC1c1cc(-c3ccc4c(c3)OCO4)ccc12 (centres undefined),·,2.6,-5,-1,·,-2,-25,0.1
CN1C(=O)c2cc(NC(=O)C3CCOCC3)ccc2OC[C@@H]2O[C@H](CC(=O)NCCc3ccncc3)CC[C@@H]21,-13,·,-6,2,0,6,10,0.1
Cc1nc(SCCOc2ccccc2F)[nH]c(=O)c1Cc1ccccc1,-1,4.0,-11,·,3,·,·,-0.1
Cc1cc(C)cc(NC(=S)N2CCC(NC(=O)C3CC3)CC2)c1,-2,1.5,-6,-8,3,-4,8,0.1
O=C(Nc1ccc(S(=O)(=O)Nc2ccnn2-c2ccccc2)cc1)C(F)(F)F,5,-0.6,-8,-2,-1,-36,6,0.4
O=C1NN=C(c2ccccc2)CC1c1c[nH]c2ccccc12 (centres undefined),-4,-0.8,-18,·,3,·,4,0.3
O=C(COC(=O)CCCSc1nc2ccccc2[nH]1)Nc1cccc(F)c1,-3,0.9,-26,0,-2,2,-5,0.0
Cc1cccc(OCC(=O)Nc2ccccc2-c2ccccc2)c1,-5,·,·,-3,·,9,-10,0.0
Cc1ccccc1NNC(=O)C(=O)NNc1ccccc1C,0,-0.3,-14,·,·,·,10,0.3
CNC[C@@H]1Oc2ccc(NC(=O)Nc3ccc4c(c3)OCO4)cc2C(=O)N([C@H](C)CO)C[C@H]1C,2,-6.2,5,-2,0,6,-4,0.5
c1ccc2sc(NN=C3CCCCCC3)nc2c1,0,·,-10,·,2,·,-7,0.0
CCc1nnc(NC(=O)c2ccc(S(=O)(=O)N3CCN(Cc4ccccc4)CC3)cc2)s1,-2,·,·,6,·,1,-3,·
COc1ccc(/C(O)=C2/C(=O)C(=O)N(CC3CCCO3)C2c2cccc(OC)c2)cc1 (centres undefined),-4,-4.0,-4,-2,-1,0,8,·
CCNC(=O)C1(C)CCCN(C(=O)c2cc(-c3ccccc3)cs2)C1 (centres undefined),·,-2.0,3,18,-1,-3,18,0.3
C[C@H](O)C#Cc1ccc2c(c1)O[C@H](CN(C)Cc1ccccc1)[C@H](C)CN([C@H](C)CO)S2(=O)=O,-4,-0.4,2,-2,3,3,5,-1.1
CC(C)C1C(=O)N(Cc2cn(CCC3OCCCO3)nn2)CCS(=O)(=O)N1Cc1ccc(-c2ccc(F)nc2)cc1 (centres undefined),·,2.1,-8,-5,-4,-13,·,-0.1
SMILES,ARNT-TACC3 inh,F508del corr,RAD52 inh,esBAF inh,ERAP1 HTS inh,RAD54 inh,INS-1E GSIS act,XiGFP reactiv
C[C@@H]1CN([C@H](C)CO)C(=O)Cc2cc(NS(=O)(=O)c3cn(C)cn3)ccc2O[C@@H]1CN(C)Cc1ccc(C(=O)Nc2ccccc2N)cc1,·,1.0,1,·,-2,·,-9,-0.5
C[C@H](CO)N1C[C@H](C)[C@H](CN(C)C(=O)c2ccccc2)OCCCC[C@H](C)Oc2ccc(NC(=O)Nc3cccc4ccccc34)cc2C1=O,-10,-3.3,7,0,0,4,0,-0.2
CC1CCCC(NC(=O)CSc2ncccn2)C1C (centres undefined),·,-0.5,-3,6,0,-8,-5,0.1
COc1cc(CCC(=O)O)on1,6,-1.6,10,3,2,-1,30,-0.1
Cc1cccc(N=C2CSC(=O)N2)c1,0,1.4,-17,0,0,-12,-6,0.0
O=C(CN1CCOCC1)N1CCCCN2[C@@H](CO)[C@@H](c3ccc(C#Cc4ccccc4F)cc3)[C@@H]2C1,0,-2.3,·,-4,·,5,-6,0.1
Cc1ccc(C)c(NC(=O)CN(C)C(=O)c2ccc(COc3ccccc3)cc2)c1,·,5.1,-5,18,7,10,-35,0.0
CCOC(=O)C1CCN(C2=C(NS(=O)(=O)c3ccc(Br)cc3)C(=O)c3ccccc3C2=O)CC1,18,0.4,-6,8,3,-4,5,0.0
COCCN(Cc1cn[nH]c1-c1ccc2cc(OC)ccc2c1)C(C)C,6,-0.8,-24,13,-3,-5,5,0.5
O=C(Nc1nc2c(cc3c4c(cccc42)CC3)s1)c1ccccc1Cl,-4,·,0,·,-2,·,23,-0.1
c1ccc(-c2csc3ncnc(N4CCN(Cc5ccc6c(c5)OCO6)CC4)c23)cc1,-2,-2.9,-5,-7,2,-4,10,0.2
Cc1ccc(/C=C2\C(=O)ON=C2c2ccccc2)o1,·,-1.1,-26,·,-3,·,-5,0.0
Cc1nc2ccc(NS(=O)(=O)c3ccc(F)c(F)c3)cc2s1,·,1.9,-37,10,-6,-4,·,0.2
CCCNC(=O)N1C[C@H](C)[C@@H](OC)CN(C)C(=O)c2ccc(NS(=O)(=O)CC(F)(F)F)cc2OC[C@H]1C,2,-0.7,-6,2,0,1,11,0.2
Cc1ccc(C(=O)Nc2ccc(N3CCCCC3)cc2)cc1,0,1.5,-17,40,-1,2,·,0.2
COc1ccc(NC(=O)N2C[C@H](O)COC[C@H]3O[C@H](CC(=O)NC4Cc5ccccc5C4)CC[C@@H]32)cc1,7,-0.2,-3,-6,-1,2,7,0.2
Cn1nccc1-c1coc2c(C(=O)N3CCOCC3)cccc12,·,-2.1,-7,-10,0,-2,10,0.3
O=C1C(=O)N(CC(=O)N2CCCC2)c2ccccc21,-12,1.0,-8,·,4,·,2,-0.1
O=C(Cc1ccc(Br)cc1)Nc1ccccc1Cl,-6,·,·,·,·,-2,9,0.2
Cc1cc(N2CCN(C)CC2)nc2ccc(NC(=S)NCCCN3CCc4ccccc4C3)cc12,20,-3.0,100*,·,·,80*,12,2.9
C[C@@H]1CN([C@H](C)CO)C(=O)c2cc(NS(=O)(=O)c3ccc(Cl)cc3)ccc2O[C@@H](C)CCCCO[C@@H]1CN(C)Cc1ccc(C(F)(F)F)cc1,-17,3.2,-34,-1,2,-5,-22,-0.1
COc1cccc(C(=O)Nc2cc(-c3cn4cccnc4n3)ccc2C)c1,0,1.7,-26,-3,2,2,3,-0.1
Cn1nc(C(=O)N2CCc3ccccc32)c2ccccc2c1=O,1,-0.6,-2,·,9,·,0,0.4
C[C@@H]1CCCCO[C@H](CN(C)C(=O)Nc2ccc(C(F)(F)F)cc2)[C@H](C)CN([C@@H](C)CO)C(=O)c2cc(NC(=O)C3CCCCC3)ccc2O1,-3,0.7,-57,0,-1,-29,-11,0.0
CN(CC(O)COc1ccc(S(=O)(=O)N2CCOCC2)cc1Cl)C1CCCCC1 (centres undefined),-7,-0.4,-13,·,1,7,6,0.0
SMILES,ARNT-TACC3 inh,F508del corr,RAD52 inh,esBAF inh,ERAP1 HTS inh,RAD54 inh,INS-1E GSIS act,XiGFP reactiv
COc1ccc(NC(=O)C2(C)CCN2Cc2cccc(OC)c2OC)cc1OC (centres undefined),·,1.5,-7,7,-1,-3,7,0.4
CC(CCc1ccccc1)NC(=O)C(=O)N1CCOCC1 (centres undefined),-6,-0.6,-4,-5,-1,·,-5,0.2
CN(CC(O)COCc1ccccc1F)C1CCCCC1 (centres undefined),5,3.6,-14,·,-2,13,3,0.0
C/C=C/c1cnc2c(c1)C(=O)N([C@@H](C)CO)C[C@@H](C)[C@@H](CN(C)S(=O)(=O)c1ccc(OC)cc1)O2,3,-1.7,-2,5,0,-16,24,-0.1
CCNC(=O)c1ccccc1CCc1ccccc1,-7,0.8,-52,0,-1,1,3,-0.1
COc1ccc(NC(=O)C2CCCN(C(=O)Nc3ccc(F)cc3)C2)cc1OC (centres undefined),27,1.4,-8,-8,-6,-1,-13,0.0
COc1ccc(CN(C)C[C@@H]2OCCCC[C@H](C)Oc3ccc(NC(=O)Nc4c(C)noc4C)cc3C(=O)N([C@H](C)CO)C[C@H]2C)cc1,13,0.2,6,3,-3,8,8,-1.1
CO[C@H]1CC[C@H]2CCOc3ccc(C#N)cc3C(=O)N(C)[C@@H](C)C(=O)N(C)C[C@H]1O2,1,·,5,3,-1,5,-1,0.4
Cc1cc(-c2ccc(C)c(S(=O)(=O)N3CCN(c4ccc(F)cc4)CC3)c2)on1,11,-2.4,-16,-5,0,1,3,0.0
O=C(CN1CCN(Cc2ccccc2)CC1)NCCc1ccccc1,0,-0.3,-23,2,0,-17,-8,0.0
CCC1=NN2C(=N)/C(=C\c3cccn3-c3c(C)cccc3C)C(=O)N=C2S1,·,2.6,-13,0,-1,3,10,0.1
Cc1noc(C)c1S(=O)(=O)Nc1ccc2c(c1)C(=O)N([C@H](C)CO)C[C@H](C)[C@@H](CN(C)S(=O)(=O)c1ccccc1)O2,1&-5,-0.7&2.2,16&-15,-4&2,2&-2,10&-4,-6&-6,0.0&-0.3
CCCNC(=O)C[C@@H]1CC[C@@H]2[C@@H](COc3ccc(NC(=O)CCC)cc3C(=O)N2C)O1,-14,1.2,8,-7,-1,5,6,0.0
O=C(NCCN1CCOCC1)c1ccc2c(c1)N(Cc1ccccc1F)C(=O)c1ccccc1S2,8,0.7,-24,4,-2,2,-3,-0.1
COc1cc2ccccc2cc1C(=O)Nc1ccc(Br)cn1,-1,1.8,-8,86*,-3,-6,-1,0.0
Cc1ccc(S(=O)(=O)N2CCN(C(=O)COC(=O)Cc3c(F)cccc3Cl)CC2)c(C)c1,-4,1.6,-15,1,-2,3,-17,-0.1

# Quoted at random: 3 entries already listed.
SMILES,ARNT-TACC3 inh,F508del corr,RAD52 inh,esBAF inh,ERAP1 HTS inh,RAD54 inh,INS-1E GSIS act,XiGFP reactiv
CCNC(=O)c1ccccc1CCc1ccccc1,-7,0.8,-52,0,-1,1,3,-0.1
C/C=C/c1cnc2c(c1)C(=O)N([C@@H](C)CO)C[C@@H](C)[C@@H](CN(C)S(=O)(=O)c1ccc(OC)cc1)O2,3,-1.7,-2,5,0,-16,24,-0.1
CCCNC(=O)C[C@@H]1CC[C@@H]2[C@@H](COc3ccc(NC(=O)CCC)cc3C(=O)N2C)O1,-14,1.2,8,-7,-1,5,6,0.0

# High-throughput results as filed in PubChem BioAssay.
